BL2 CD40 inh: CD40 pathway inhibition in BL2 cells; BL2 NF-kB luciferase reporter, CD40L-induced, 4 h; inhibition, % at 10 µM; 0.94% of 83,000 active;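 active = mean inhibition of at least 50% with a set share of replicates also reaching that level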;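 also: 0% = neutral control wells and 100% = IKK inhibitor VII at 50 µM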
Active calls of the source: *; [ ] = dose if it differs, or a comment. This is a subset. The share of hits here may be higher or lower than overall.

BL2 CD40 inh | SMILES
3.4 | Nc1cc(-c2ccccc2)n2c(n1)nc1ccccc12
-21.0 | N#Cc1nc(COc2ccccc2)oc1N1CCCCCC1
4.1 | CCOC(=O)C1CN(S(=O)(=O)c2ccccc2)C1
11.4 | Cc1cccc(OCCCC(=O)Nc2ccc(S(=O)(=O)N3CCCC3)cc2)c1
-8.1 | CN(C(=O)COC(=O)c1ccc(C(C)(C)C)cc1)C1CCS(=O)(=O)C1 (stereo not drawn)
-4.0 | Nc1cc(Cl)ccc1C(=O)OCC(=O)NC1CCCCCCC1
-20.1 | CC1(C)CC(=O)c2cnc(N)nc2C1
-0.3 | Cc1ccccc1CN1CCC(N2CCC(C(=O)NCC3CCCO3)CC2)CC1 (stereo not drawn)
-18.2 | OC(COc1ccc(-c2ccccc2)cc1)CN1CCCCC1 (stereo not drawn)
6.9 | C[C@@H]1CN([C@@H](C)CO)C(=O)c2c(c3ccccc3n2C)-c2ccccc2CO[C@H]1CN(C)S(=O)(=O)c1ccsc1
2.5 | COc1ccccc1CN(C)C(=O)CN1CCN(C(=O)c2cccs2)CC1
1.3 | COc1cccc(CNC(=O)C2CCCN(S(C)(=O)=O)C2)c1 (stereo not drawn)
4.1 | O=C(c1ccc(N2CCCC2)c([N+](=O)[O-])c1)N1CCN(S(=O)(=O)c2ccccc2)CC1
-0.3 | Cn1ncc2c(=S)[nH]c(=S)[nH]c21
-0.9 | O=C(N[C@@H]1CC[C@H](CCn2cc(C3(O)CCCC3)nn2)O[C@@H]1CO)C1CCCC1

Later entries.
BL2 CD40 inh | SMILES
-2.6 | COc1ccccc1C(=O)C1CCCN(C(=O)c2cccc(Cn3cccn3)c2)C1 (stereo not drawn)
-64.2 | O=c1c(Br)c(N2CCCCC2)cnn1-c1ccccc1
-2.0 | O=C(c1ccc(N2CCN(CCO)CC2)nc1)N1CCOCC1
-3.8 | Cc1ccnc2nc(C(=O)OCC(=O)N(Cc3ccccc3)C(C)(C)C)nn12
11.6 | CCCCN(CCCC)C(=O)c1cc(Cl)ccc1[N+](=O)[O-]
-12.6[25 µM] | CCC(=O)N1CC2(CCN(C(=O)Nc3c(C)noc3C)CC2)c2c([nH]c3cc(OC)ccc23)[C@H]1CO
23.0 | CCC(C(=O)OCCN(CC)CC)c1ccccc1 (stereo not drawn)
2.8 | Cc1nn(CC(=O)N2CCCC2)c(=O)c2cc3cc(F)ccc3n12
6.9 | CS(=O)(=O)N(CC(=O)NCc1ccc2c(c1)OCO2)c1ccccc1
-2.4 | Cc1ccc(C2(c3ccc(C)cc3)CC2C(=O)NCc2cccnc2)cc1 (stereo not drawn)
1.7 | Cc1cc(SCC(=O)N(C)C2CCS(=O)(=O)C2)nc2c(C)cccc12 (stereo not drawn)
-1.5 | CCCN1CCN(C(=O)Cn2nc(C)n3c(cc4c(OC)cccc43)c2=O)CC1
5.0 | CO[C@H]1CN(C)C(=O)c2cc(NC(=O)C3CC3)ccc2OC[C@H](C)N(CC2CCCC2)C[C@@H]1C
5.4 | O=C(Nc1ccc(Oc2cccc(C(F)(F)F)c2)nc1)c1ccccc1
-41.6[25 µM] | COc1ccccc1C#Cc1ccc2c(c1)[C@H]1[C@H](CCN1C(=O)CN1CCOCC1)[C@H](CO)N2

Further records.
BL2 CD40 inh | SMILES
-59.7 | O=C(Nc1nc2c(s1)CCc1ccccc1-2)c1ccco1
4.6 | CCSc1nsc(SCC)c1C(N)=O
-1.1[25 µM] | CNC(=O)C[C@H]1CC[C@@H]2[C@H](COC[C@H](O)CN2Cc2ccccc2F)O1
3.1 | O=C(O)Cn1c(-c2ccccc2)cc2ccccc21
6.7[25 µM] | COc1ccc(-c2cn(CC[C@H]3CC[C@H](NC(=O)c4cnccn4)[C@H](CO)O3)nn2)cc1
8.4 | COC(=O)c1c(-n2cnnn2)sc(C)c1C
11.4 | COc1cc(O)c(C(C)=O)cc1OC
-7.9 | CC(C)NCc1nnc(-c2ccccc2Cl)o1
20.1[25 µM] | O=C(Nc1ccc(F)cc1)N1CC(=O)N2[C@H](C1)[C@@H](c1ccc(-c3cccc(F)c3)cc1)[C@@H]2CO
-3.8[25 µM] | CCCC(=O)N1C[C@H]2[C@@H](c3ccccc31)[C@@H](CO)N2C(=O)Nc1ccc(F)cc1
1.1 | O=C(CSc1n[nH]c(-c2ccncc2)n1)Nc1ccccc1Cl
-3.9 | COc1ccccc1C(=O)NNC(=O)c1csc(N2CCOCC2)n1
0.3 | CCOC(=O)C1CCCN(C(=O)c2ccc(OC)cc2)CC1 (stereo not drawn)
4.9 | COc1ccccc1NC(=O)CCC(=O)N(Cc1ccc(OC)c(OC)c1)c1nccs1
6.5 | NC12CC3CC(C1)CC(CC(=O)O)(C3)C2

3 records drawn at random from those above:
BL2 CD40 inh | SMILES
11.4 | COc1cc(O)c(C(C)=O)cc1OC
4.1 | CCOC(=O)C1CN(S(=O)(=O)c2ccccc2)C1
8.4 | COC(=O)c1c(-n2cnnn2)sc(C)c1C

Gathered by group: the compounds so far containing two or more sulfur atoms.
BL2 CD40 inh | SMILES
6.9 | C[C@@H]1CN([C@@H](C)CO)C(=O)c2c(c3ccccc3n2C)-c2ccccc2CO[C@H]1CN(C)S(=O)(=O)c1ccsc1
-0.3 | Cn1ncc2c(=S)[nH]c(=S)[nH]c21
1.7 | Cc1cc(SCC(=O)N(C)C2CCS(=O)(=O)C2)nc2c(C)cccc12 (stereo not drawn)
4.6 | CCSc1nsc(SCC)c1C(N)=O

The listing continues:
BL2 CD40 inh | SMILES
-8.8[25 µM] | CO[C@@H]1CC[C@H]2CCN(C)C(=O)CCCN(C)C(=O)c3cc(C#N)ccc3OC[C@H]1O2
-2.9 | O=C(NNC(=O)c1ccc(Cl)nc1)c1ccncc1
-2.9[25 µM] | O=C(c1ccccn1)N1CC[C@H]2[C@H](CO)Nc3ccc(Br)cc3[C@H]21
-4.5[25 µM] | CC(C)C[C@@H]1COCn2nncc2CCCC(=O)N1
13.3 | O=C(ON=C1CCN(S(=O)(=O)c2ccccc2)CC1)c1ccccc1
28.7[25 µM] | C[C@H](CO)N1C[C@H](C)[C@H](CN(C)Cc2ccc(C(F)(F)F)cc2)Oc2c(NC(=O)c3nc4ccccc4s3)cccc2C1=O
-6.7[25 µM] | COc1ccc(CN(C)C[C@H]2Oc3ccc(NC(=O)Nc4c(C)noc4C)cc3C(=O)N([C@@H](C)CO)C[C@H]2C)cc1
7.6 | COc1cc(C(=O)NCC2CCCO2)ccc1OCc1ccc(Cl)cc1Cl (stereo not drawn)
-9.0[25 µM] | O=C(CN1CCOCC1)NC[C@@H]1[C@@H](c2ccccc2)[C@@H](CO)N1CC1CC1
-10.4[25 µM] | CCN(C[C@H]1[C@H](c2ccccc2)[C@@H](CO)N1C(=O)COC)S(C)(=O)=O
-18.4 | O=C(N/N=C/C=C/c1ccccc1)NC1CCCCC1
-5.0 | CCn1c(SCC(=O)NC2CC2)nnc1-c1cccs1
-22.1 | COc1ccc(C=C2SC(=O)NC2=O)cc1OC
-6.8 | COc1cc2c(cc1NC(=O)COc1ccccc1OC)oc1ccccc12
-3.8 | COc1cc(C=NO)nc(-c2ccccn2)c1

Next section.
BL2 CD40 inh | SMILES
-1.8 | CC(C)c1nc2ccc(Br)cn2c1NC1CCCC1
3.5 | O=C(Nc1ccccc1)c1ccc(S(=O)(=O)NCc2cccnc2)cc1
-9.3[25 µM] | C[C@@H]1CN([C@H](C)CO)S(=O)(=O)c2ccc(C#Cc3ccncc3)cc2O[C@H]1CN(C)C(=O)c1ccncc1
11.9 | CC1CCN(CCC(=O)Nc2nccs2)CC1
-0.4 | Cn1c(SCc2ccccc2C#N)nc2ccccc2c1=O
5.5 | CC(C(=O)N1CCCC1)N1CCN(S(=O)(=O)c2ccccc2)CC1 (stereo not drawn)
-35.9 | Nc1cc2c(cc1Cl)-c1ccccc1C2=NO
21.8[25 µM] | N#C[C@@H]1[C@H](c2ccccc2C2=CCCCC2)[C@H](CO)N1C(=O)Nc1ccccc1F
3.1 | Cc1nn(-c2ccccc2)c(C)c1-c1nnc(-c2c(C)nn(-c3ccccc3)c2C)o1
-5.4 | Cc1ccc2nc(Cl)c(CN(Cc3cccs3)C(=O)C3CC3)cc2c1
12.5 | CCc1cccc(C)c1NC(=O)COC(=O)C1CC(=O)N(CCc2ccc(OC)c(OC)c2)C1 (stereo not drawn)
-1.7 | CCCCn1c(N)c(N(CCOC)C(=O)CN2C(=O)NC3(CC(C)CC(C)(C)C3)C2=O)c(=O)[nH]c1=O (stereo not drawn)
11.5 | O=C(O)c1ccc2nc(C(F)(F)F)[nH]c2c1
0.0 | CCOC(=O)c1cnc(C(C)(C)C)[nH]c1=O
10.1 | CSc1ncccc1C(=O)OCC(=O)Nc1ccc(C)c(S(=O)(=O)N2CCOCC2)c1

Not a retest: three of the compounds above.
BL2 CD40 inh | SMILES
-35.9 | Nc1cc2c(cc1Cl)-c1ccccc1C2=NO
21.8[25 µM] | N#C[C@@H]1[C@H](c2ccccc2C2=CCCCC2)[C@H](CO)N1C(=O)Nc1ccccc1F
3.1 | Cc1nn(-c2ccccc2)c(C)c1-c1nnc(-c2c(C)nn(-c3ccccc3)c2C)o1

Following part.
BL2 CD40 inh | SMILES
1.9 | CCCCSCCCNC(=O)Nc1cccc(OC)c1
-5.6 | c1ccc(-c2nnc(SCc3nc4ccccc4[nH]3)o2)cc1
-40.5[25 µM] | CCCC(=O)N1CC2(C1)CN(C(=O)c1ccc(F)cc1)[C@H](CO)c1[nH]c3cc(OC)ccc3c12
9.7 | C/C(Cl)=C/Cn1c(SC(C)C)nc2c1c(=O)[nH]c(=O)n2C
6.3 | CC(NC(=O)c1ccnn1C)C1CCCO1 (stereo not drawn)
-5.1 | CC1CCCC(n2c(=S)[nH]c3ccccc3c2=O)C1C (stereo not drawn)
17.6 | CC(C)NC(=O)N(C)C[C@@H]1Oc2ccccc2CC(=O)N(C)C[C@H]1C
5.3[25 µM] | CC[C@H]1C/C=C\C[C@H](CC)NC(=O)[C@H](C)CC(=O)N1
28.5[25 µM] | O=C1CN(S(=O)(=O)Cc2ccccc2)C[C@@H]2[C@@H](c3ccc(C#Cc4ccccc4)cc3)[C@@H](CO)N12
20.8 | O=C(CN1C(=O)CCS(=O)(=O)c2ccccc21)NCc1ccccc1
16.0[25 µM] | C[C@@H]1CN([C@@H](C)CO)C(=O)Cc2cc(NC(=O)CCCN(C)C)ccc2O[C@H]1CN(C)C
4.4 | O=C(CC(c1ccccc1)c1ccccc1O)NCc1ccco1 (stereo not drawn)
10.3 | CS(=O)(=O)c1ccc(C(=O)N2CCN(S(=O)(=O)c3ccc(C4CCCCC4)cc3)CC2)cc1
8.4 | CNC(=O)COC(=O)c1[nH]c(C)c(C(C)=O)c1C
-1.2[25 µM] | C[C@H](CO)N1C[C@H](C)[C@@H](CN(C)C(=O)[C@@H](Cc2ccccc2)N(C)C)OCc2ccccc2-c2ccccc2C1=O

Continuation:
BL2 CD40 inh | SMILES
-28.7 | O=S(=O)(CCc1nc2ccccc2s1)c1ccc2ccccc2c1
4.3 | CC1CCCN(C(=O)COC(=O)Cn2cnc3ccccc32)C1 (stereo not drawn)
6.5[25 µM] | CCc1sc(N2[C@@H](C#N)[C@@H](c3ccccc3-c3cccc(F)c3)[C@@H]2CO)nc1C
-0.7 | CCCCc1nc2cc(Cl)ccc2o1
0.8 | O=C(CN1C(=O)NC2(CCOc3ccccc32)C1=O)NCc1ccccc1 (stereo not drawn)
-3.3 | CC1(C)Cc2nc(N3CCOCC3)c(C#N)cc2CO1
11.8 | O=C(NC1CC1)C1CCCN1S(=O)(=O)c1ccc2ccccc2c1 (stereo not drawn)
-1.4[25 µM] | O=C(C[C@H]1C[C@H]2c3cc(NC(=O)Nc4ccc(C(F)(F)F)cc4)ccc3O[C@H]2[C@@H](CO)O1)NCc1cccnc1
1.6 | CCc1nnc(NC(=O)c2cc(-c3ccccn3)nc3ccccc23)s1
8.8 | Cc1cc(C)c(C#N)c(SC2CCCCC2=O)n1 (stereo not drawn)
-18.8[25 µM] | COc1ccc(C#Cc2ccc([C@@H]3[C@@H](CO)N4CCCCN(C(=O)c5ccncc5)C[C@@H]34)cc2)cc1
-13.7[25 µM] | CO[C@@H](CN(C)S(=O)(=O)c1ccc(C)cc1)[C@@H](C)CN(C(=O)Nc1ccccc1F)[C@H](C)CO
0.8 | Cc1nnc(Nc2ccc(C(=O)N3CCOCC3)cc2)c2ccccc12
0.5 | CCOc1ccc(NC(=O)COC(=O)C2COc3ccccc3O2)cc1 (stereo not drawn)
-19.5[25 µM] | C[C@@H]1CN([C@H](C)CO)C(=O)c2ccccc2-c2ccccc2CO[C@H]1CN(C)S(=O)(=O)c1cccs1

Continued:
BL2 CD40 inh | SMILES
15.9 | O=C(CN1CCN(C(=O)c2ccco2)CC1)Nc1ccccc1-c1ccccc1
1.3[25 µM] | Cc1cccc(-c2ccc(C3[C@@H]4CN(Cc5ccccc5)C[C@H]3N4)cc2)c1 (stereo partly drawn)
-3.3 | CCC(=O)N[C@@H]1CC[C@H](CC(=O)NCC2CC2)O[C@@H]1CO
-6.8[25 µM] | C[C@@H]1CN([C@@H](C)CO)C(=O)c2cc(NC(=O)Cn3cnnn3)ccc2O[C@@H]1CN(C)Cc1ccc(C(=O)Nc2ccccc2N)cc1
-11.5[25 µM] | C/C=C/c1cnc2c(c1)C(=O)N([C@@H](C)CO)C[C@H](C)[C@@H](CN(C)C(=O)Nc1cccc(OC)c1)O2
-2.8[25 µM] | CN1C[C@@H](O)COC[C@H]2O[C@@H](CC(=O)NC3CCCC3)CC[C@@H]21
4.5 | CCOC(=O)C(=O)Nc1cc(C(=O)OC)cc(C(=O)OC)c1
4.3 | COC(=O)Cc1csc(NC(=O)CSc2nncn2C)n1
-3.9 | O=C(COC(=O)c1cc(=O)[nH]c2ccccc12)Nc1ccc(F)cc1F
-108.8 | COc1ccc(-c2ccn(-c3cccc(F)n3)n2)cc1
